CHRM5 antagonist: blocks acetylcholine activation of human M5 receptor; P08912; CHO-hM5 cells, Fluo-8 calcium fluorescence, ACh EC80; inhibition, % at 3 µM; 360,000 compounds, 0.59% hits;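 active means inhibition above a per-plate cutoff, the mean of that plate's test compounds plus 3 SD, cut at about 27% in these data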;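 further: 0% = acetylcholine EC80 with DMSO and 100% = DMSO without agonist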
Target sequence (P08912 whole entry, looked up): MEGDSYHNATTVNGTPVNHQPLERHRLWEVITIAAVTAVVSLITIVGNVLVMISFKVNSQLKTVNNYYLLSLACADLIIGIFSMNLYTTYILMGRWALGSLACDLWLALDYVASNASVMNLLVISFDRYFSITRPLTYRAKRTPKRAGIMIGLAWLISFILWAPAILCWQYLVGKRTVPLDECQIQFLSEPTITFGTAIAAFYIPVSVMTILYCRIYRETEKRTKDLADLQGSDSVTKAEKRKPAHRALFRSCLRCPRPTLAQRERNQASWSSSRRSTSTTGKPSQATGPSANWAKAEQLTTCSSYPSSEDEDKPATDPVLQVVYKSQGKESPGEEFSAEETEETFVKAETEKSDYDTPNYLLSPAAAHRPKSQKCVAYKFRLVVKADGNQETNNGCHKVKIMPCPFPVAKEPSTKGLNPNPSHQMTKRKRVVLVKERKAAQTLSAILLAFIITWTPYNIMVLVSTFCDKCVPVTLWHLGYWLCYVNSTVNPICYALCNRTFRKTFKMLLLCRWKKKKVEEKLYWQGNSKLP
M1 PAM parental: nonselective activator or artifact in parental CHO-K1 calcium assay; ATP EC20, Fluo-8 calcium fluorescence; 0% at ATP EC20, 100% at ATP max; activation, % at 3 µM; 360,000 compounds, 0.02% hits; AID 602247;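 active means activation above the run cutoff, the mean activation of all test compounds plus 3 SD, cut at about 40% in these data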;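 further: peak over basal fluorescence ratio in a 140 s read after ATP addition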
CHRM5 PAM: CHRM5 positive allosteric modulation; CHO-K1 hM5, Fluo-8 calcium, ACh EC20 PAM; 0% = ACh EC20, 100% = ACh EC100; activation, % at 3 µM; 360,000 compounds, 0.3% hits; AID 624038;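 active means activation above the run cutoff, the mean activation of all test compounds plus 3 SD, cut at about 18% in these data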
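System – CHO-K1 hM5 cells · Compound – 3 µM, single dose · Incubation – compound preincubation 140 s before EC20 acetylcholine addition · Technique – Fluo-8 calcium fluorescence · Measure – Max/basal fluorescence ratio as % of EC20–EC100 ACh window · Benchmarks – low control EC20 acetylcholine (0%), high control EC100 acetylcholine (100%) · Replication – singlicate, one well per test compound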
TAAR1 antag: human TAAR1 antagonism. CHO RD-HGA16 TAAR1, Fluo-8 calcium fluorescence, antagonist. 360,000 compounds, 1.5% hits. inhibition, % at 3 µM;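 active means inhibition above a per-plate cutoff, the mean inhibition of test compounds on that plate plus 3 SD, cut at about 49% in these data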;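 further: 0% = DMSO plus EC80 beta-PEA response and 100% = DMSO alone without agonist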
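Material: RD-HGA16 CHO cells with stable hTAAR1 and Gα16; Dosing: single nominal final test compound concentration of 3 µM; Schedule: seeding 17-24 h prior, 75-min 37 °C, 30-min RT dye loading; Detection: kinetic Fluo-8 calcium fluorescence measurement; Measure: % inhibition from peak post-agonist over basal fluorescence ratio; Benchmarks: vehicle and agonist controls.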
CRFR2-BP ag: agonists of human CRF-binding protein/CRF-R2 receptor complex; HEK293 CRF-R2/CRF-BP, calcium dye fluorescence (FLIPR); percent of saturating CRF peptide response; activation, % at 13.2 µM; 350,000 compounds, 0.46% hits; AID 588473;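 active means activation of at least 50%, plus an integration ratio under a set limit after plate pattern correction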;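 further: plate controls were neutral control wells without compound for no effect and CRF at EC100 for full effect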
CHRM5 agonist: CHRM5 agonism in calcium assay | CHO-K1 hM5 cells, Fluo-8 calcium fluorescence; 0% DMSO wells, 100% maximal acetylcholine response | activation, % at 3 µM | 360,000 compounds, 0.19% hits | AID 624037;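 active means activation above the run's mean over test compounds plus 3 SD, cut at about 23% in these data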;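 further: signal is peak over basal fluorescence ratio across the kinetic read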
M4 PAM: potentiates acetylcholine response at human M4 receptor; CHO-K1 hM4/Gqi5, Fluo-8 calcium fluorescence, ACh EC20; 0% = ACh EC20, 100% = maximal ACh; P08173; 360,000 compounds, 0.4% hits; activation, % at 3 µM;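 active means activation above its plate's cutoff, the mean activation of sample wells plus 3 SD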; further: some results filed as inactive read as strong as hits
CRFBP-R2 block: antagonists of CRF-binding protein/CRF-R2 receptor complex; HEK293 CRF-R2/CRF-BP, CRF-induced calcium fluorescence; inhibition, % at 11.8 µM; 350,000 compounds, 0.59% hits;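 active means inhibition of the ligand-induced calcium signal above about 50% at the single tested concentration, limit read from the data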
TAAR1 agonist: agonists of human TAAR1; Q96RJ0; CHO RD-HGA16 TAAR1, Fluo-8 calcium fluorescence; vehicle wells 0%, saturating PEA agonist 100%; activation, % at 3 µM; 360,000 compounds, 0.99% hits; AID 624467;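 active means activation above the mean activation of all test compounds in the run plus 3 SD, cut at about 38% in these data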
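System: CHO-derived RD-HGA16 cells with stable Gα16 and human TAAR1 / Times: 17-24 h plating, Fluo-8 75 min 37 °C, 30 min RT / Technique: calcium-sensitive Fluo-8 signal, excitation 470-495, emission 515-575 nm / Measure: % activation relative to PEA EC100 response / Benchmarks: DMSO and PEA EC100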
The depositor's hits bear a star; . = not tested or not shown.

Values in the order: CHRM5 antagonist | M1 PAM parental | CHRM5 PAM | TAAR1 antag | CRFR2-BP ag | CHRM5 agonist | M4 PAM | CRFBP-R2 block | TAAR1 agonist
1: CC(=O)Nc1nc(Cn2nnc(-c3ccc4c(c3)OCO4)n2)nc(N(C)C)n1
→ 7 | -5 | -3 | -29 | 1.2 | 0 | 8 | -4 | 1
2: COc1ccccc1C(=O)CSc1ccccn1
→ 27* | 4 | -16 | 16 | -1.6 | 0 | -11 | 15 | 0
3: COc1cc(OC)c(N(C)S(=O)(=O)c2cccc(C(=O)OCC(=O)N(C)Cc3ccccc3)c2)cc1Cl
→ 19 | -8 | -3 | 40 | 0.5 | 0 | 9 | 8 | 3
4: COc1ccc(CCNC(=O)CSc2nc(O)cc(=O)[nH]2)cc1OC
→ 2 | 18 | 5 | -14 | -1.3 | 3 | 7 | 0 | 0
5: CC(Oc1ccc(Br)cc1)c1nc2c3ccccc3nc(=S)n2[nH]1 (stereo not given)
→ 13 | 0 | -5 | -25 | -1.2 | 1 | 7 | 35 | 0
6: CCOC(=O)CN1CC23C=CC(O2)C(C(=O)NCc2ccc(F)cc2)C3C1=O (stereo not given)
→ -2 | 18 | 0 | -16 | 0.7 | 1 | 3 | 0 | 0
7: Cc1ccc(C(=O)NCCN2CCNC2=O)cc1
→ 2 | 18 | 8 | 4 | 1.6 | 3 | 1 | 3 | 3
8: O=S(=O)(c1ccc(-c2nc3ccccc3s2)cc1)N1CCCC1
→ 8 | 11 | -2 | 1 | 0.9 | -1 | -4 | -17 | 1
9: CC(C)Oc1cc(C(=O)NC2CCCCC2)c2ccccc2n1
→ -5 | -24 | 3 | -18 | 0.4 | -3 | 2 | -7 | -2
10: COc1ccc(/C=C/c2c(-c3cccc(C)c3)oc3ccc(-c4ccc5c(c4)OCO5)cc23)cc1
→ . | . | . | -6 | 2.3 | . | . | -2 | 0
11: COc1ccc(CNC(=O)CN(C(=O)c2cc3sccc3n2C)C2CCCC2)cc1
→ 3 | 7 | -7 | 36 | -2.2 | 4 | -5 | 22 | 17
12: Cn1cccc1CC(=O)N/N=C/c1ccc(C(C)(C)C)cc1
→ -6 | 2 | -2 | -22 | 0.0 | 2 | -10 | 6 | -2
13: Fc1ccc(-c2csc3ncnc(N4CCN(c5ccccc5)CC4)c23)cc1
→ -1 | 7 | 7 | 0 | 0.5 | -2 | 0 | -26 | -4
14: COc1cc2[nH]c3c(=O)n(N)c(=O)[nH]c3c2cc1OC
→ 2 | 0 | -1 | -15 | -1.2 | -1 | -17 | 14 | 0
15: CC1Cc2cc(/C(O)=C3/C(=O)C(=O)N(CCCn4ccnc4)C3c3ccc(Br)cc3)ccc2O1 (stereo not given)
→ -1 | 20 | 5 | -4 | 0.3 | 0 | 6 | 2 | 0
16: COc1cccc(Nc2nnc(Cc3cccnc3)c3ccccc23)c1
→ -1 | 3 | 3 | 6 | 0.3 | -6 | -3 | -9 | -1
17: Cc1cc(=O)[nH]c(SCC(=O)Nc2ccc3c(c2)CCC3)c1C#N
→ 2 | 10 | -7 | -9 | 5.8 | 9 | 0 | 14 | 18
18: CCCNc1nc(C)cc(-c2cc(C(=O)Nc3ccccc3)on2)n1
→ -2 | 25 | 12 | -11 | -1.0 | -2 | 8 | 5 | -3
19: COc1ccc(N2CCN(c3nc(Cl)nc(N4CCOCC4)n3)CC2)cc1
→ 4 | -7 | -6 | 1 | 2.9 | 1 | 20 | -15 | 1
20: CNc1nc(Nc2ccc(C)cc2C)c2sccc2n1
→ 7 | -2 | -7 | 13 | . | 5 | 0 | . | 20

Three of the compounds above, as labelled records:
1	CC(=O)Nc1nc(Cn2nnc(-c3ccc4c(c3)OCO4)n2)nc(N(C)C)n1
  CHRM5 antagonist = 7
  M1 PAM parental = -5
  CHRM5 PAM = -3
  TAAR1 antag = -29
  CRFR2-BP ag = 1.2
  CHRM5 agonist = 0
  M4 PAM = 8
  CRFBP-R2 block = -4
  TAAR1 agonist = 1
2	COc1ccccc1C(=O)CSc1ccccn1
  CHRM5 antagonist = 27*
  M1 PAM parental = 4
  CHRM5 PAM = -16
  TAAR1 antag = 16
  CRFR2-BP ag = -1.6
  CHRM5 agonist = 0
  M4 PAM = -11
  CRFBP-R2 block = 15
  TAAR1 agonist = 0
3	COc1cc(OC)c(N(C)S(=O)(=O)c2cccc(C(=O)OCC(=O)N(C)Cc3ccccc3)c2)cc1Cl
  CHRM5 antagonist = 19
  M1 PAM parental = -8
  CHRM5 PAM = -3
  TAAR1 antag = 40
  CRFR2-BP ag = 0.5
  CHRM5 agonist = 0
  M4 PAM = 9
  CRFBP-R2 block = 8
  TAAR1 agonist = 3

(cont.)
Values in the order: CHRM5 antagonist | M1 PAM parental | CHRM5 PAM | TAAR1 antag | CRFR2-BP ag | CHRM5 agonist | M4 PAM | CRFBP-R2 block | TAAR1 agonist
21: COc1cccc(CC(=O)OCC(=O)c2cc(OC)ccc2OC)c1
→ -2 | 3 | 5 | -12 | -0.6 | -2 | 3 | 4 | -1
22: COC(=O)c1nc(-c2ccccc2)oc1N(C)C
→ -2 | 6 | 2 | 16 | -2.0 | -3 | 13 | 30 | 9
23: Cc1nnc(NC(=O)CSc2nnc(CNC(=O)c3ccc(F)cc3)o2)s1
→ -10 | -29 | -1 | -11 | -1.0 | -4 | 11 | 2 | 0
24: O=C1/C(=C/c2cccnc2)CC/C1=C\c1cccnc1
→ 14 | 14 | -1 | -26 | 0.2 | -2 | 9 | -21 | 3
25: O=C(O)CCc1ccc(S(=O)(=O)NCCc2ccccc2)cc1
→ -7 | 17 | 2 | 24 | 0.8 | -2 | 8 | 3 | 37*
26: CCOC(=O)CCc1c(C)c2ccc(OCc3nn[nH]n3)cc2oc1=O
→ 0 | -4 | -6 | -21 | 1.3 | -1 | 8 | 3 | 10
27: CC(=O)c1ccc(NC(=O)c2ccc3c(=O)n4c(nc3c2)CCCCC4)cc1
→ 7 | 5 | -7 | 8 | 0.2 | 0 | 5 | 16 | 7

Single records (already shown). Order of values: CHRM5 antagonist	M1 PAM parental	CHRM5 PAM	TAAR1 antag	CRFR2-BP ag	CHRM5 agonist	M4 PAM	CRFBP-R2 block	TAAR1 agonist
O=C1/C(=C/c2cccnc2)CC/C1=C\c1cccnc1 across the screens: 14	14	-1	-26	0.2	-2	9	-21	3
COC(=O)c1nc(-c2ccccc2)oc1N(C)C across the screens: -2	6	2	16	-2.0	-3	13	30	9
O=C(O)CCc1ccc(S(=O)(=O)NCCc2ccccc2)cc1 across the screens: -7	17	2	24	0.8	-2	8	3	37*
COc1cccc(CC(=O)OCC(=O)c2cc(OC)ccc2OC)c1 across the screens: -2	3	5	-12	-0.6	-2	3	4	-1
CC(=O)c1ccc(NC(=O)c2ccc3c(=O)n4c(nc3c2)CCCCC4)cc1 across the screens: 7	5	-7	8	0.2	0	5	16	7
